High-throughput results deposited in PubChem by several laboratories.
TDP2 inh: human TDP2 enzyme inhibitors, primary screen, biochemical, epi absorbance, recombinant enzyme | Tyrosyl-DNA phosphodiesterase 2 (Homo sapiens), O95551 | T5PNP hydrolysis, p-nitrophenol absorbance 415 nm | inhibition, % at 12.8 µM | 0.34% of 370,000 active;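 active means inhibition above the mean of all tested compounds plus 3 SD, set per campaign, cut at about 25% in these data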;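 further: 0% = DMSO with enzyme and 100% = buffer with substrate but no TDP2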
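Evaluation: % inhibition relative to enzyme-containing and enzyme-free wells. Material: recombinant human TDP2. Benchmarks: enzyme-free and DMSO wells. Timing: enzyme reaction with compound for 2 h at 37 °C. Compound dosing: 12.8 µM only. Measured by: p-Nitrophenol epi absorbance. Reagent: T5PNP substrate at 5 mM, a TopII-DNA adduct mimic. Replication: single well per compound.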
MBD2 DNA inh: inhibitors of MBD2 binding to methylated DNA, primary screen, biochemical, TR-FRET, DNA-binding domain, human | Methyl-CpG-binding domain protein 2 (Homo sapiens), Q9UBB5 | MBD2 binding to methylated oligonucleotide | inhibition, % at 4.4 µM | 0.31% of 370,000 active; in the data active means inhibition above about 13%
LEDGF integ inh: blockers of LEDGF/p75-dependent integrase strand transfer – biochemical, TR-FRET, high throughput, primary screen | 0.64% of 370,000 active | inhibition, % at 3.7 µM | AID 743269, 2014 | TR-FRET IN-LEDGF/p75 DNA integration, Eu/Cy5;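 active means inhibition above the screen-wide mean plus 3 SD, cut at about 13% in these data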;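 further: signal is the Cy5 over europium emission ratio at 671 and 618 nm; 0% = plate median of compound wells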
GC-B act: human GC-B receptor activators, primary screen, HEK293 GC-B cells, cGMP TR-FRET, EC30 CNP; 0.11% of 370,000 active; activation, % at 10 µM; 0% at EC30 CNP, 100% saturating CNP;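 active means activation at 10 µM reaching about 35% in either raw or pattern-adjusted values, limit read from the data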
PRMT1 inh: PRMT1 methyltransferase inhibitors, primary screen, biochemical, fluorescence polarization | inhibition, % at 2.79 µM | Protein arginine N-methyltransferase 1 (Homo sapiens), Q99873 | recombinant PRMT1, activity-based probe fluorescence polarization | 1.3% of 370,000 active | AID 652257, 2013;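 active means inhibition above about 21% made by adding two undisclosed values, limit read from the data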
Target sequence (Q99873 whole entry, looked up): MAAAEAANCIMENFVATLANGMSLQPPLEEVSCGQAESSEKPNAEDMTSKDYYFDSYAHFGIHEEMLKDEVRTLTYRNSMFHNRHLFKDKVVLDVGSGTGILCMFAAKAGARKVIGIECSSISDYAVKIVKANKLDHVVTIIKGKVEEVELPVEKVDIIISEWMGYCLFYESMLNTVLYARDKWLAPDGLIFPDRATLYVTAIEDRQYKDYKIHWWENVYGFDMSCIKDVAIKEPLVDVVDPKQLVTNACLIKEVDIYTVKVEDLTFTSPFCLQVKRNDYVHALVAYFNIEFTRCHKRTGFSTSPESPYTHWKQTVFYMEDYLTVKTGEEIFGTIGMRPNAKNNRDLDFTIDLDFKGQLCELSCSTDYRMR
rCAG RNA binder: binders of r(CAG) RNA repeats, primary screen, biochemical, fluorescence; r(CAG) RNA repeat, TO-PRO-1 dye displacement fluorescence; inhibition, % at 3 µM; 1.3% of 370,000 active; AID 651821, 2012;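 active means inhibition above the plate cutoff, the mean of all test compounds on that plate plus 3 SD, cut at about 35% in these data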;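 further: 0% = DMSO alone and 100% = 100 µM mitoxantrone as full dye displacement; higher means more dye released from RNA so lower well fluorescence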
mABHD4 FP: ABHD4 inhibitors, primary screen, biochemical, fluorescence polarization, mouse; (Lyso)-N-acylphosphatidylethanolamine lipase (Mus musculus), Q8VD66; inhibition, % at 8.92 µM; AID 720543, 2013; 0.54% of 370,000 active; purified mABHD4, FP-Rh probe fluorescence polarization;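 active means inhibition exceeding the mean over every tested compound plus 3 SD, cut at about 30% in these data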;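 further: 0% = plate median of compound wells and 100% = S159A mutant with DMSO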
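Assay system: Wild-type mouse ABHD4 protein | Medium: HEPES pH 7.0 buffer, 150 mM NaCl, 0.01% Pluronic F-127 | Incubation: Enzyme–compound pre-incubation 45 min, then probe 60 min, both 25 °C | Technique: Fluorescence polarization with parallel and perpendicular emission, 525/598 nm | Evaluation: % inhibition of FP-Rh probe binding versus controls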
TCR-CD3 inh: inhibitors of human TCR-CD3 interaction, primary screen, biochemical, fluorescence, TAMRA-labeled TCR probe; T-cell receptor (TCR); inhibition, % at 9.4 µM; 0.37% of 360,000 active; in the data active means inhibition above about 19%;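 further: recombinant mutant TCR 2C K166C tagged with TAMRA read by polarization; 0% = receptor in buffer alone and 100% = receptor with positive control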
HTRA1 inhibitor: HTRA1 serine protease inhibitors, primary screen, biochemical, fluorescence polarization, HTS; Q92743; recombinant HTRA1, FP-rhodamine activity-based probe; inhibition, % at 5.96 µM; 0.5% of 340,000 active; AID 504803, 2011; in the data active means inhibition above about 36%;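 further: 0% = enzyme with DMSO and 100% = wells lacking enzyme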
SIAE inh: human SIAE inhibitors, primary screen, biochemical, fluorescence polarization, FP-Rh probe, 1536-well HTS; 0.69% of 370,000 active; inhibition, % at 9.66 µM; AID 1053197, 2014; Sialate O-acetylesterase (Homo sapiens), Q9HAT2; SIAE FP-Rh probe binding;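 active means inhibition above a cutoff: mean of compounds within the control limits plus 3 SD of those, cut at about 17% in these data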;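 further: 0% = plate median of compound wells and 100% = probe without SIAE protein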
Target sequence (Q9HAT2 whole entry, looked up): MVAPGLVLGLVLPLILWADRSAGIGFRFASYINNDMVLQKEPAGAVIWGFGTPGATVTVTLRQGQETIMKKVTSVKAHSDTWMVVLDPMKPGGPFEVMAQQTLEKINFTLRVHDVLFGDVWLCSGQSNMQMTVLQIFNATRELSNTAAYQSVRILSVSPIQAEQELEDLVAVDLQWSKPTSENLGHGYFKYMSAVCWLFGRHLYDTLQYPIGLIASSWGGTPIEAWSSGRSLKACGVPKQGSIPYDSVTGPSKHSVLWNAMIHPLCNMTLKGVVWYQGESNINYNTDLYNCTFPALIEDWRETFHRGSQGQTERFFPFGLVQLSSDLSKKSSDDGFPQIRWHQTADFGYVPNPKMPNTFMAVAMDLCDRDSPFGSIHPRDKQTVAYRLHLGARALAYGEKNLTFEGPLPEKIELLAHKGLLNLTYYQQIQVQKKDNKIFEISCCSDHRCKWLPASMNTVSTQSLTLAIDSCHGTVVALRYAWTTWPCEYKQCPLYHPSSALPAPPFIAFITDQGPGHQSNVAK
* = called active by the depositor; nt = no result given. Not all compounds are listed (hit frequency here may not be typical).

SMILES	TDP2 inh	MBD2 DNA inh	LEDGF integ inh	GC-B act	PRMT1 inh	rCAG RNA binder	mABHD4 FP	TCR-CD3 inh	HTRA1 inhibitor	SIAE inh
COP(=O)(OC)C(Nc1ccc(C)cc1)c1ccc(Br)cc1 (stereo unspecified)	3.3	2.2	1.4	-10.0	-7.4	-5.8	-1.7	2.0	5.5	3.8
CCN(CC)c1ccc(N2C(=O)/C(=C/c3ccccn3)SC2=S)cc1	-4.8	-3.8	-5.1	-0.1	4.9	0.4	5.6	-5.6	-1.8	2.6
O=Cc1cn(CC(O)Cn2cc(C=O)c3ccccc32)c2ccccc12	-2.8	2.3	0.3	-2.8	-2.3	1.5	-5.1	3.0	-5.5	2.2
COC(=O)[C@]12C=CCN1[C@H](c1ccccc1)c1c(c3ccccc3n1S(=O)(=O)c1ccc(C)cc1)C2	-0.8	-5.3	0.2	-0.6	3.8	11.2	-14.8	nt	nt	-29.3
CC(NC(=O)c1ccco1)c1ccc2c(c1)OCO2 (stereo unspecified)	-7.0	0.2	0.7	4.6	4.1	-5.8	9.2	-4.7	-1.1	4.6
C[C@@H]1C2CC(C/C2=N\NC(=O)c2ccncc2)C1(C)C (stereo partly specified)	5.3	0.5	-0.5	2.5	0.0	0.5	-4.3	5.8	7.6	1.4
CC1CCC(NC(=O)CN(C)S(=O)(=O)c2ccc3c(c2)CCC(=O)N3)CC1 (stereo unspecified)	1.1	-0.6	1.6	5.2	5.8	-3.7	3.7	-9.9	0.0	7.2
N#CC(=C(c1ccccc1)c1ccccc1)c1ccccc1	9.4	3.9	1.0	-2.9	1.3	0.7	4.4	-0.6	1.2	2.6
Cc1ccc(C(=O)COC(=O)c2ccc(Br)o2)cc1C	8.3	0.3	-0.7	1.7	-0.8	-2.4	-8.7	-7.7	-23.7	-2.0
COc1ccccc1OC(=O)Nc1ccc(Cl)cc1	1.6	3.9	-2.3	-0.7	3.5	-2.8	3.9	-3.1	-6.4	9.2
O=C(Nc1nc(-c2cccc(Br)c2)cs1)Oc1ccccc1	2.8	-5.5	0.2	-0.2	1.5	6.0	-10.2	-0.3	-5.6	-3.6
COc1cc2nc3occc3c(OC)c2cc1OC	7.8	4.8	-0.1	-2.4	-1.2	2.8	2.5	-1.2	-5.9	-6.5
COc1ccc(N=Nc2ccc3ccccc3c2)c(O)c1	6.2	1.1	-1.1	0.4	2.5	2.2	6.7	-0.8	3.0	-13.1
Oc1ccccc1C1Nc2cccc3cccc(c23)N1	2.2	-2.9	4.4	-2.6	6.6	17.1	13.8	2.2	29.7	5.2
COc1ccc(NC(=O)N2CCNC(=O)C2CC(=O)Nc2ccc(F)cc2)cc1 (stereo unspecified)	13.4	0.2	-2.6	2.4	0.2	-0.3	5.8	1.3	0.6	1.8
CC(=O)Nc1ccc(CNc2nc3cc(-c4ccccc4C)sc3c(=O)n2C)cc1	1.4	-1.8	-4.7	3.3	1.1	5.1	-13.5	-0.1	nt	-37.3
CC(=O)c1ccc(OCc2cc(C(=O)NC3CCCCC3)no2)cc1	5.2	2.0	1.1	-1.8	-3.8	-10.2	-4.0	1.6	0.4	2.2
CC1CCCC(C)N1C(=O)CN1C(=O)C(C)(C)Oc2ccc(C(=O)NC3CCCCC3)cc21 (stereo unspecified)	-5.3	1.4	-0.2	6.1	-1.2	-8.2	15.3	3.7	-0.7	-7.5
CCn1c(SCC(=O)N/N=C(\C)c2ccncc2)nnc1-c1ccc(C)cc1	13.8	-5.8	2.1	-2.6	-0.7	-3.2	4.0	2.2	nt	8.4
CCC(=O)N(CCCN(C)C)c1nc(-c2cc(OC)ccc2OC)cs1	-4.2	-0.5	-1.7	-0.9	-1.1	-2.8	3.5	1.5	-1.9	0.7

Quoted at random: three compounds from above.
SMILES	TDP2 inh	MBD2 DNA inh	LEDGF integ inh	GC-B act	PRMT1 inh	rCAG RNA binder	mABHD4 FP	TCR-CD3 inh	HTRA1 inhibitor	SIAE inh
COP(=O)(OC)C(Nc1ccc(C)cc1)c1ccc(Br)cc1 (stereo unspecified)	3.3	2.2	1.4	-10.0	-7.4	-5.8	-1.7	2.0	5.5	3.8
CC(=O)c1ccc(OCc2cc(C(=O)NC3CCCCC3)no2)cc1	5.2	2.0	1.1	-1.8	-3.8	-10.2	-4.0	1.6	0.4	2.2
COC(=O)[C@]12C=CCN1[C@H](c1ccccc1)c1c(c3ccccc3n1S(=O)(=O)c1ccc(C)cc1)C2	-0.8	-5.3	0.2	-0.6	3.8	11.2	-14.8	nt	nt	-29.3

(more compounds)
SMILES	TDP2 inh	MBD2 DNA inh	LEDGF integ inh	GC-B act	PRMT1 inh	rCAG RNA binder	mABHD4 FP	TCR-CD3 inh	HTRA1 inhibitor	SIAE inh
O=C(c1ccccc1[N+](=O)[O-])N1CCC(Cc2ccccc2)CC1	7.3	-0.5	-1.5	3.0	0.8	-8.7	-0.1	-4.2	2.3	0.7
O=C(Nc1ccc(S(=O)(=O)Nc2nccs2)cc1)C1CC(=O)N(c2ccc(Cl)cc2)C1 (stereo unspecified)	5.1	1.6	-2.2	4.5	0.2	53.9*	-6.1	7.0	-3.3	-5.0
O=C(O)C(Cc1c[nH]c2ccccc12)N1C(=O)C2C3c4ccccc4C(c4ccccc43)C2C1=O (stereo unspecified)	-0.9	-1.4	4.9	0.6	2.5	15.5	1.9	-0.5	-9.1	-4.6
CC(C)CC(C(=O)OCC(=O)c1c(N)n(C)c(=O)n(C)c1=O)N1C(=O)c2ccccc2C1=O (stereo unspecified)	-1.5	-5.7	6.0	0.2	-2.4	6.0	-4.0	4.4	-8.1	12.5
CC12CCC(=O)N1C(C(=O)Nc1ccc(Cl)c(Cl)c1)CS2 (stereo unspecified)	3.2	-1.6	0.2	1.8	1.4	2.8	-0.9	-2.1	-10.8	-4.2
CC(=O)NCCn1c(SCc2ccc(C)cc2)nc2ccccc2c1=O	8.3	0.5	2.4	-1.2	0.3	2.0	3.2	-2.3	-3.6	-5.7
O=C(Cc1cccs1)N1CCN=C1SCc1ccccc1Cl	5.6	2.2	-0.2	-2.2	0.1	-1.6	-0.3	-2.4	-6.1	-9.3
COc1cccc(NC(=O)c2cc(S(=O)(=O)N3CCc4ccccc43)cn2C)c1	1.1	-7.1	4.5	-25.6	-5.7	5.1	-7.7	0.2	-31.6	8.2
NC(=O)c1cccnc1OCC(F)(F)F	-3.0	3.8	1.0	-1.6	1.2	-3.4	8.3	0.4	3.2	-0.5
Cc1cc(C)n2c(SCc3ccc(C#N)cc3)nnc2n1	11.0	4.2	3.3	-3.7	-1.0	0.6	2.7	3.5	-1.3	-1.5
O=C(CS(=O)CC(=O)Nc1ccccc1-c1ccccc1)Nc1ccc(F)cc1 (stereo unspecified)	6.5	4.1	-1.5	1.4	5.6	-3.6	-9.6	1.3	4.3	-2.7
CC12CCC(C(=O)NCCCN3CCOCC3)(C(Br)C1=O)C2(C)C (stereo unspecified)	-13.4	6.8	-2.2	1.4	10.5	-1.9	-8.5	-7.2	6.1	-5.3
O=C1C2CCCCN2C(=O)N1CCCCN1CCN(c2cccc(C(F)(F)F)c2)CC1 (stereo unspecified)	-6.7	5.2	-3.1	5.3	2.0	-8.2	-3.6	4.2	3.5	4.8
COCCn1c(N)c(Sc2ccc(Cl)cc2)c(=O)[nH]c1=O	3.6	-0.1	-1.0	-0.1	0.4	-0.6	3.9	0.3	7.3	4.5
CC1(OC(=O)CCc2ccccc2)C(=O)C=C2C=C(c3ccc(C#N)cc3)N(C3CCCC3)C=C2C1=O (stereo unspecified)	4.3	4.7	3.6	0.0	4.5	12.2	14.0	3.5	4.9	12.0
Cc1ccc(C)c(OCC(=O)Nc2ccc(S(=O)(=O)Nc3ccccn3)cc2)c1C	5.2	0.8	-3.0	1.9	-3.1	14.2	-7.2	1.1	-4.6	2.1
COc1ccc(CCNC(=O)c2ccc(SC)cc2OC)cc1	-0.5	1.4	-1.2	-0.8	0.4	-6.7	2.7	3.4	-12.4	-2.2
Cc1ccc(N2CCN(c3ccc(NCc4nc5ccccc5n4C)cc3)CC2)cc1	2.9	0.1	-6.0	-1.0	13.1	-4.8	20.4	3.3	26.7	6.5
COc1ccc(C2c3[nH]c4ccccc4c3C[C@H]3C(=O)N(c4ccccc4C(=O)N4CCC[C@H]4C(=O)O)C(=O)N23)cc1 (stereo partly specified)	-16.4	-4.8	1.9	0.1	-2.8	37.2*	-5.0	6.1	-3.8	0.4
CC1=NN(c2ccccc2)C(=O)C1C(=O)c1ccccc1 (stereo unspecified)	8.9	-1.5	-2.8	-2.3	-2.3	0.7	-2.2	6.0	-4.5	5.7
O=C(C[n+]1ccccc1)N/N=C/c1ccc(O)cc1	-1.7	-3.6	-2.1	3.7	-1.7	-0.6	-1.1	2.2	1.3	-5.8
CCC(C)(C(=O)NC1CCCCC1)N(Cc1ccco1)C(=O)Cc1cccs1 (stereo unspecified)	-0.5	2.0	-1.8	-16.0	1.3	-4.9	-9.7	2.5	-2.1	2.0
Cn1cnnc1SCC(=O)NC1CCCN(Cc2ccc(Cl)cc2)C1 (stereo unspecified)	7.2	-3.1	1.9	-0.3	-1.9	-2.0	2.4	8.1	1.1	9.1
C=CCSc1nc(=O)n2cccc(C)c2n1	-5.6	1.5	-0.9	1.5	3.6	-2.3	-0.8	8.0	5.2	-0.7
Cc1ccn2cc(C(=O)Nc3nnc(C)s3)nc2c1	-0.8	5.0	-4.5	4.4	-0.8	-2.8	5.4	-1.5	5.1	-1.4
Cc1[nH]c2ccccc2c1C(=O)C(=O)NCCC1=CCCCC1	3.1	0.9	-1.4	5.6	0.1	0.4	-26.4	-9.4	-14.3	-3.5
CCOC(=O)/C(C#N)=C1/C=CN(C)C=N1	0.5	-2.1	-3.6	4.7	0.3	-0.1	-0.3	7.6	4.0	7.4
Cc1ccc(NC2=C(NC(=O)c3ccccc3)C(=O)c3ccccc3C2=O)cc1Cl	29.3*	-7.1	3.7	-0.3	11.4	2.3	30.4*	0.8	44.3*	6.6
O=C(NCCCn1ccnc1)C(=O)NCc1ccc(Cl)cc1	1.1	5.6	2.2	2.8	-0.6	-3.2	3.4	0.0	2.0	5.3
CCc1nc2c(OCc3ccc(OC)cc3)cccn2c1N(C)C(=O)c1ccco1	-2.6	0.7	-0.9	9.4	2.5	2.5	1.5	-2.6	nt	-0.3
